C-LANA FP: inhibitors of KSHV LANA C-terminal domain DNA binding; inhibition, % at 9 µM; 340,000 tested, 0.078% active; MBP-C-LANA/FAM-LBS DNA binding, fluorescence polarization;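 active means highest replicate inhibition at or above 60% at 9 µM, even if other replicates fall short; inactive means all replicates below 60% inhibition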;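 further: 0% = neutral control wells and 100% = 4 µM acridine orange control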
RTF Ca sens inh: cardiac RTF calcium desensitization | P19429+P45379 | IANBD-labeled cardiac RTF, Ca2+ fluorescence | inhibition, % at 7.15 µM | 340,000 tested, 0.12% active;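 active means inhibition above the mean inhibition of all tested compounds plus 3 SD, cut at about 17% in these data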;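 further: assay run at fixed EC70 calcium of 1.6 mM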
MOR-DOR inv ag: mu-delta opioid heterodimer inverse agonism; AID 504357; inhibition, % at 9.3 µM; P35372+P41143; cell-based MOR-DOR heterodimer luminescence; 340,000 tested, 0.21% active; in the data active means inhibition above about 22%, passing the limit was not always enough;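 further: 0% = cells with DMSO and 100% = wells without cells with DMSO; values of inactives mirror those of a sister screen read the other way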
cardiac RTF act: cardiac RTF calcium sensitization. 340,000 tested, 0.24% active. P19429+P45379. IANBD-labeled TnC RTF fluorescence at EC20 calcium; 0% EC20 calcium, 100% full calcium. activation, % at 7.2 µM;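 active means activation above the mean over all tested compounds plus 3 SD, cut at about 30% in these data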;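 further: rise in fluorescence read as greater calcium sensitivity of cardiac thin filaments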
HTR5A ag: HTR5A agonism, opioid heterodimer counter-screen; activation, % at 9.3 µM; HTR5A agonist assay, luminescence, cell-based; 340,000 tested, 0.61% active; P47898; AID 504692; in the data active means activation mostly above about 9.5%, no sharp cut-off; inactive means mostly below about 7.6%;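 further: 0% = cells with vehicle only and 100% = reference agonist; strong numbers were not always called active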
Target sequence (P47898 whole entry, looked up): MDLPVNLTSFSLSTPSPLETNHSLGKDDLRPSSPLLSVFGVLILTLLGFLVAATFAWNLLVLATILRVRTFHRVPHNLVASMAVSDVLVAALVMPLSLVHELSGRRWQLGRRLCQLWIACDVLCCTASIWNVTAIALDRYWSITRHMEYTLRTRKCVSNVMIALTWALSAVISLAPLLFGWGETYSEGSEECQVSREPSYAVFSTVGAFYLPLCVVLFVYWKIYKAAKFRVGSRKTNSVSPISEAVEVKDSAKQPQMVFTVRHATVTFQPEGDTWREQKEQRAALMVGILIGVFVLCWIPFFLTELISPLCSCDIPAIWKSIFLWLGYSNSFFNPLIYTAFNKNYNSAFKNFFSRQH
HTR5A inv ctr: counter-screen for OPRM1-OPRD1 inverse agonists: human HTR5A inverse agonism. P47898. 340,000 tested, 0.083% active. inhibition, % at 9.3 µM. HTR5A cell line, luminescence; in the data active means inhibition mostly above about 23%, no sharp cut-off; inactive means mostly below about 18%;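 further: 0% = cells with DMSO and 100% = no-cell wells with DMSO; some compounds called inactive have numbers as strong as hits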
CAL PDZ FP: inhibitors of human CAL PDZ peptide binding; Q9HD26; purified CAL PDZ, TMR-peptide fluorescence polarization, 1 h; inhibition, % at 24.9 µM; 300,000 tested, 0.92% active; AID 602252;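 active means mean inhibition of at least 30% with at least half of replicates also reaching 30%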;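 further: 0% = DMSO neutral control and 100% = excess unlabeled competitor peptide PRC23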
Keap1 Nrf2 FP: disrupts human Keap1 binding to Nrf2 peptide. Keap1 Kelch-Nrf2 peptide fluorescence polarization, 1536-well. inhibition, % at 9.4 µM. 340,000 tested, 0.15% active. AID 504523; in the data active means inhibition above about 12%;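 further: human Keap1 Kelch domain with fluorescein labeled Nrf2 9mer peptide probe; 0% = neutral control wells and 100% = peptide positive control; higher means more block of Keap1 binding to Nrf2 peptide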
Target sequence (Q14145 whole entry, looked up, the tested form may be a part): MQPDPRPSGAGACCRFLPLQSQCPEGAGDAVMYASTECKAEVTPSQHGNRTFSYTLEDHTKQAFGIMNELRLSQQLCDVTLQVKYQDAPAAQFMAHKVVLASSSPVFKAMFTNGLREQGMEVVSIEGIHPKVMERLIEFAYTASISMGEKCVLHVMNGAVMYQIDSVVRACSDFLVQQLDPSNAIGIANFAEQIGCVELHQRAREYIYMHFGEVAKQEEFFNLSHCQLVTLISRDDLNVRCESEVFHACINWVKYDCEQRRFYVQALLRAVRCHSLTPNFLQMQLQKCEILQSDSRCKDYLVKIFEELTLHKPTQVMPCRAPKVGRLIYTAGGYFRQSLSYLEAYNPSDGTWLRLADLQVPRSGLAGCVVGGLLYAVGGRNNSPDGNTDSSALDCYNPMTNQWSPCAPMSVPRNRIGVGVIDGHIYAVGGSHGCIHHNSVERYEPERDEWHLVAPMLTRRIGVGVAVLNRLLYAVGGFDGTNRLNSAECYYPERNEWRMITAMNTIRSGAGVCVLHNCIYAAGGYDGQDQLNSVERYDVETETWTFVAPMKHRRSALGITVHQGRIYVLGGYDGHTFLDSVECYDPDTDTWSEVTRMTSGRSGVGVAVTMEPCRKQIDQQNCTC
OPRM1-OPRD1 ag: OPRM1-OPRD1 heterodimerization agonism; 340,000 tested, 0.3% active; AID 504326; activation, % at 9.3 µM; cells, luminescence; P35372+P41143; in the data active means activation above about 18%;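 further: 0% = vehicle-treated cells and 100% = reference agonist; values of inactives mirror those of a sister screen read the other way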
V-ATPase pH: alters yeast V-ATPase proton transport; 350,000 tested, 0.37% active; response, % at 10 µM; S. cerevisiae, pHLuorin cytosolic pH fluorescence; in the data active means response mostly above about 7.3%, no sharp cut-off; inactive means mostly below about 5.4%; further: actives read high; inactives centre near 0; some compounds called inactive have numbers as strong as hits; reference of the scale not given here
The depositor's hits bear a star; / = not tested or not shown.

compound	C-LANA FP	RTF Ca sens inh	MOR-DOR inv ag	cardiac RTF act	HTR5A ag	HTR5A inv ctr	CAL PDZ FP	Keap1 Nrf2 FP	OPRM1-OPRD1 ag	V-ATPase pH
CC(C)(C)NCC(O)COc1ccccc1C1CCCC1 (stereo unspecified)	-1.1	15.3	-15.8	-5.3	0.0	-0.1	-5.9	0.7	2.9	-1.1
COc1ccc(N2C3=C(C(=O)CC(C)(C)C3)C(c3cnn(C)c3)C3=C2CC(C)(C)CC3=O)cc1	-1.6	-4.4	9.0	2.7	1.6	-2.0	/	2.4	-1.8	-2.6
COc1ccc(N(CC(=O)NN=C2CCCCCCC2)S(=O)(=O)c2ccccc2)cc1Cl	0.2	-3.1	9.5	-4.8	2.5	-6.0	-2.3	-5.2	-1.9	0.8
CCOc1ccc(CC(=O)OCN2C(=O)c3ccccc3C2=O)cc1	1.3	-1.0	11.9	2.4	3.9	-13.3	-2.9	4.5	-2.3	-1.1
Cn1c(SCC(=O)c2ccc(F)cc2)nnc1-c1ccccc1N	0.4	1.6	1.0	2.2	3.0	-18.6	-4.2	-3.9	-0.2	0.4
CC(C)(NO)/C(=N\O)c1ccccc1	-0.7	-2.7	8.8	1.1	4.0	-9.6	-2.9	-1.4	-2.1	-5.5
O=C1CCCC2=C1C(c1cccs1)n1nc(SCc3ccc(C(=O)O)cc3)nc1N2 (stereo unspecified)	0.1	-15.4	16.7	-3.6	-3.6	-35.2	-4.1	1.6	-3.2	-0.7
O=C(CSc1nnc(-c2ccncc2)n1Cc1ccco1)Nc1nc(-c2ccccc2)cs1	0.1	-1.5	-4.6	2.5	-0.3	-16.3	3.2	-3.4	0.8	3.0
c1ccc(CSc2nnc(-c3sccc3-n3cccc3)o2)cc1	-0.2	1.1	1.6	-4.2	-4.5	11.2	-2.3	2.0	-0.4	-2.4
COc1cc2c(=O)n(-c3ccc(C)cc3)c(=O)n(CC(=O)c3ccc4c(c3)OCO4)c2cc1OC	-1.0	-9.2	9.6	-1.6	2.7	3.3	-0.7	1.0	-2.3	0.2
CCCCOc1ccc(-n2nc(C)cc2C)nn1	0.5	-0.3	12.6	0.1	-3.4	10.1	2.1	-2.3	-2.2	1.1
CC(Oc1ccccc1)c1nnc(SCC(=O)NC2CC2)n1C (stereo unspecified)	-0.1	-2.9	13.3	-2.7	-0.5	1.6	-0.6	-2.0	-2.3	-2.0
CCCCCCCC(=O)Nc1ccc(C(=O)N/N=C/c2cccc([N+](=O)[O-])c2)cc1	-1.1	0.8	-1.4	-0.2	-0.2	3.1	-3.2	-4.7	0.2	-4.5
COCCn1c(C)cc(C(=O)COC(=O)CCN2C(=O)c3ccccc3C2=O)c1C	-1.7	8.8	18.4	-3.4	-3.5	-1.9	-5.2	0.6	-3.5	-4.1
O=C(c1csc2ccccc12)N1CCN(c2ccccn2)CC1	-0.3	-7.4	3.1	-2.6	6.5	-18.2	-4.9	4.1	-0.6	7.7
CCCCn1c(SCC(=O)NCC2CCCO2)nc2ccc(N3CCOCC3)cc2c1=O (stereo unspecified)	-0.5	-5.5	2.9	3.5	3.0	12.7	/	-1.5	-0.6	-2.0
CCC(=O)N(CCC(Cc1ccccc1)c1ccc2c(c1)OCO2)Cc1ccccc1F (stereo unspecified)	0.9	10.0	-10.8	-0.5	-1.6	-16.1	-4.5	-0.7	2.2	1.5
Cc1ccc(C)n1-c1nnc(N2CCC(C(=O)NCCCN3CC(C)CC(C)C3)CC2)s1 (stereo unspecified)	-2.2	-15.7	0.8	-5.8	-5.3	19.7	-4.6	-2.6	-0.2	-2.1
CC(=O)c1c(C)[nH]c(C(=O)NC2CCCCC2)c1C	-0.6	0.0	8.7	-5.8	0.7	7.1	-0.8	-0.3	-1.5	2.7
CN1CCN(c2ccc(S(=O)(=O)N3CCCCC3)cc2NC(=O)COc2ccc(F)cc2)CC1	0.6	-3.4	7.3	0.5	-0.2	0.5	0.8	-0.1	-1.1	0.1
O=C(c1cccs1)N1CCC(Cc2ccccc2)CC1	0.1	1.9	9.4	11.7	11.5	-3.2	2.3	-1.0	-1.7	0.5
COc1ccc(C)cc1NC(=O)C(=O)N/N=C(\C)CC(=O)Nc1cccnc1	0.7	1.6	-0.3	7.3	2.6	-25.0	-3.6	-5.7	0.1	1.9
COc1ccc(-c2nn(C)c(=O)c3ccccc23)cc1CNC(=O)C1CCCCC1	0.9	-2.8	3.5	1.4	1.4	11.4	/	-3.3	-0.7	1.0
Cc1ccc(S(=O)(=O)NCc2nc3nc(C)cc(C)n3n2)c(C)c1	-0.8	-0.9	0.5	4.7	10.8	-15.7	/	-2.2	-0.1	0.1
Cn1c(O)c(N=NC(=S)Nc2ccccc2F)c2cc(S(=O)(=O)N3CCOCC3)ccc21	0.0	-5.4	19.7	-3.0	-0.6	-9.3	/	-0.5	-3.9	-1.9

Quoted from the listing (2 entries):
compound	C-LANA FP	RTF Ca sens inh	MOR-DOR inv ag	cardiac RTF act	HTR5A ag	HTR5A inv ctr	CAL PDZ FP	Keap1 Nrf2 FP	OPRM1-OPRD1 ag	V-ATPase pH
COc1ccc(N2C3=C(C(=O)CC(C)(C)C3)C(c3cnn(C)c3)C3=C2CC(C)(C)CC3=O)cc1	-1.6	-4.4	9.0	2.7	1.6	-2.0	/	2.4	-1.8	-2.6
COc1ccc(N(CC(=O)NN=C2CCCCCCC2)S(=O)(=O)c2ccccc2)cc1Cl	0.2	-3.1	9.5	-4.8	2.5	-6.0	-2.3	-5.2	-1.9	0.8

The list continues.
compound	C-LANA FP	RTF Ca sens inh	MOR-DOR inv ag	cardiac RTF act	HTR5A ag	HTR5A inv ctr	CAL PDZ FP	Keap1 Nrf2 FP	OPRM1-OPRD1 ag	V-ATPase pH
CNS(=O)(=O)c1cccc(C(=O)OCC(=O)Nc2nc(OC)cc(OC)n2)c1	0.7	-3.4	7.8	-0.5	0.7	-1.6	-5.1	-0.5	-1.9	-0.4
O=C(Nc1ccc2c(c1)CCC2)c1cccc(S(=O)(=O)N2CCN(c3ccccc3)CC2)c1	-0.2	6.2	-33.3	13.0	7.8	-41.9	-2.8	-1.3	5.7	5.3
Cc1ccc(CNC(=O)COC(=O)c2ccc(Br)cc2)cc1	-1.8	-3.7	4.2	-1.4	0.1	-0.2	-2.7	1.4	-0.7	1.4
COc1cccc(C(=O)N(Cc2ccc3c(c2)OCO3)Cc2nc3ccccc3c(=O)[nH]2)c1	0.2	-8.2	14.6	-4.1	3.3	15.4	2.4	-2.7	-2.5	-1.4
Cc1sc(NC(=S)NC(=O)c2ccc(C(C)(C)C)cc2)c(C#N)c1C	2.1	-9.5	-6.3	0.7	-1.5	-22.4	/	-2.8	1.1	0.9
COc1ccc(C(=O)NCc2nnc(SCC(=O)N3CCCCCC3)o2)cc1OC	1.0	-4.2	14.2	0.6	0.4	-1.5	11.9	3.4	-2.8	4.2
Cc1ccc(NC(=O)NNC(=O)c2ccccc2)cc1	-0.7	-5.1	11.3	-1.8	3.1	3.3	4.1	-0.7	-2.2	-1.0
CC(=O)c1c(N)[nH]c(-c2ccccc2)nc1=S	1.0	-8.2	17.8	1.3	-6.1	19.6	/	0.5	-4.3	-1.5
COc1ccc(C(=O)COC(=O)CCN=C2NS(=O)(=O)c3ccccc32)c(OC)c1	0.9	-5.0	5.0	-8.7	4.2	-11.4	-2.8	-2.7	-0.8	2.8
CC(=O)Nc1ccc(S(=O)(=O)NNC(=O)COc2ccc(Cl)cc2Cl)cc1	-0.3	-3.2	14.0	7.9	3.5	4.2	-2.2	-0.7	-2.7	13.4*
CC1(c2ccccc2)NC(=O)N(CC(=O)Nc2cc(C(F)(F)F)ccc2N2CCCCC2)C1=O (stereo unspecified)	0.9	-0.5	-27.5	0.8	-1.2	1.2	-19.7	-2.1	4.2	0.1
CC(=O)c1ccc(S(=O)(=O)Oc2ccc(C(=O)O)cc2Cl)cc1	3.9	-8.6	12.9	3.8	-1.5	5.8	/	2.7	-2.5	2.0
COc1cccc(C2=NOC(C(=O)Nc3cccnc3Cl)C2)c1OC (stereo unspecified)	0.4	-5.4	1.6	7.0	-3.2	7.8	-2.4	3.8	-0.3	0.4
Cn1ccnc1SCC(=O)Nc1cc(C(F)(F)F)ccc1N1CCOCC1	0.3	-6.0	-3.6	0.5	1.8	3.3	-3.0	-0.2	0.7	5.7
CSc1ncccc1C(=O)Nc1ccc2nc(C)sc2c1	0.7	3.7	1.1	1.2	-3.8	10.8	-4.9	0.8	-0.2	-3.1
O=C(c1ccccc1Br)N1CCN(c2ccccc2)CC1	-1.5	-2.9	1.0	0.2	7.1	-3.7	-4.1	-0.1	-0.2	3.6
C=CCNC(=S)NNC(=O)c1ccc(Br)cc1	0.0	10.7	15.0	0.4	-6.4	-20.4	4.3	-4.2	-2.9	-2.4
CCC(C)CCN1C(N(C)C)=NC[C@@H]1CC(C)C (stereo partly specified)	-0.8	-1.9	4.0	6.9	3.1	0.8	6.8	-0.2	-0.7	2.2
CCOC(=O)c1cnc(C(F)(F)F)nc1Oc1ccccc1	-1.1	-8.7	-2.0	3.1	6.9	-9.1	2.8	-4.4	0.4	5.1
Cc1ccc(OCCC(=O)Nc2ccc(S(=O)(=O)Nc3cc(C)nc(C)n3)cc2)cc1	0.5	-5.5	-3.2	4.8	1.0	-2.6	/	-1.8	0.5	3.4
COc1cccc(Nc2nc(-c3ccccc3O)nc3ccccc23)c1	6.0	-5.7	-10.3	-0.7	4.4	-16.5	0.5	-5.2	2.1	0.4
CCCCCn1c(SCc2ccncc2)nc2cc(C(=O)NCc3ccco3)ccc2c1=O	0.1	6.1	4.8	0.3	-1.9	-30.5	-3.3	-9.3	-0.9	-0.7
COc1ccc(C2CC(=O)c3c(ccc4ccccc34)N2)cc1OC (stereo unspecified)	-0.5	-2.6	4.4	-3.1	5.0	12.4	-2.9	-1.7	-1.1	-0.1
CN(C)c1ccc(/C=C(/NC(=O)c2ccccc2)C(=O)NCCCn2ccnc2)cc1	-4.8	-9.6	10.3	-0.4	-3.7	13.9	-3.3	-18.5	-2.0	-1.3
COc1cccc2cc(C(=O)N3CCCc4ccccc43)oc12	-0.4	3.0	13.2	2.0	3.2	-16.9	-0.1	3.0	-2.4	5.4
Cc1c(C)c2ccc(OCC(=O)Nc3ccc(CN4CCOCC4)cc3)cc2oc1=O	0.8	0.6	12.8	6.2	6.4	14.7	-2.6	-4.0	-2.6	0.7
Cc1ccc(OCCC(=O)Nc2ccc3c(c2)OCO3)cc1	0.5	-9.5	-1.0	3.0	0.5	-1.3	0.7	-1.7	0.2	-2.9
CCc1nc2ccc(C)cc2c(C(=O)NC2CCCCC2C)c1C (stereo unspecified)	0.4	-1.9	3.3	3.3	-2.7	6.5	/	-2.7	-0.7	0.6
COc1ccccc1CNC(=O)CCN1C(=O)COc2ccccc21	-1.9	-5.5	2.3	3.5	4.5	-1.2	1.3	-1.7	-0.4	3.2
S=C(NCc1ccco1)Nc1ccc(Cl)cc1Cl	-1.6	-23.8	3.9	2.1	-1.7	-0.6	-4.1	-3.7	-0.8	0.1
Cc1nn(-c2ccccn2)c2c1-c1nc(N)ncc1CC2	-0.1	-8.2	6.8	-3.3	-1.1	14.7	-5.3	-4.2	-1.2	2.8
C=CCn1c(=O)c(C(C)=O)cn(N(C)c2ncc(C(F)(F)F)cc2Cl)c1=O	1.1	-4.8	11.9	3.8	-0.8	2.0	-1.6	0.8	-2.3	0.0

Source: PubChem (several laboratories)
